Screens (PubChem BioAssay)
TNF death inh: inhibitors of TNF-alpha induced necroptosis in Jurkat FADD-/- cells | AID 463075 | Jurkat FADD-/- TNF necroptosis rescue, ATP luminescence, 24 h; 0 = TNF only, 100 = no-TNF cells | activation (protection from cell death), % at 10 µM | 0.068% of 220,000 active;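 active = activation, meaning protection from cell death, of at least 50% relative to plate controls; inactive = activation below 50%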;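 also: necroptosis triggered by 40 ng/mL TNF-alpha added together with compound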
MDM2 E3 inh: inhibitors of human Mdm2 E3 ubiquitin ligase; 0.11% of 210,000 active; cell-based MDM2 ubiquitination luciferase reporter, 2 h; 0 = plate control, 100 = twice control, blank-subtracted; signal enhancement, % at 5 µM; AID 1230;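 active = signal enhancement of 30% or more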;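 also: luminescence tracks abundance of the self-degrading MDM2-luciferase fusion protein; higher signal means inhibition of MDM2 E3 ligase activity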
Target sequence (Q00987 whole entry, looked up, the tested form may be a part): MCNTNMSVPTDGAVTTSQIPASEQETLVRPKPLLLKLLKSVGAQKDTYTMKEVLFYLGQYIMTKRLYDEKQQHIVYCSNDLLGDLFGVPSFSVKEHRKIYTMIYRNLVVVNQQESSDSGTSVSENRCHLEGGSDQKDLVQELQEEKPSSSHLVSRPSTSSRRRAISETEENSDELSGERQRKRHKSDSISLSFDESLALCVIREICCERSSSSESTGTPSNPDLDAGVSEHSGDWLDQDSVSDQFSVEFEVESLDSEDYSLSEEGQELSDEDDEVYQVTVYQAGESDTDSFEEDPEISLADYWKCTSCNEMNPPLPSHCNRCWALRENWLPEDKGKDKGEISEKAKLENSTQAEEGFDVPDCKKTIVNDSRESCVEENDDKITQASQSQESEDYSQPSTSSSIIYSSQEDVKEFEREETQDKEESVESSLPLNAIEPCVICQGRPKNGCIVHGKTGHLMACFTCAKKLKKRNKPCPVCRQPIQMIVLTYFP
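Assay system: stable mammalian line carrying autodegrading MDM2–luciferase fusion reporter; Input: 2000 cells in each well; Compound dosing: single-point 5 µM; Schedule: 2 h compound exposure at 37 °C; Signal: SteadyLite luciferase luminescence after 15 min room-temperature reagent incubation; Evaluation: % luminescence enhancement versus blank-corrected plate control mean; Benchmarks: plate controls and plate blanks.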
EBV gp42 block: EBV gp42 inhibition | Q1HVG2 | Fluorescence polarization binding assay, mP read-out | inhibition, % (tested at 21.74 µM) | 0.42% of 220,000 active | AID 1085; in the data active = inhibition above about 50%
CHOP inh: blocks CHOP induction under ER stress | CHO-K1 CHOP-promoter luciferase, tunicamycin-induced, 15-18 h | inhibition, % at 10 µM | 3.8% of 220,000 active;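 active = compounds that reduced the stress-induced luciferase reporter signal by more than about 70% of percent inhibition, limit read from the data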;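 also: 0% = tunicamycin plus vehicle and 100% = wells without tunicamycin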
TRPN1 ag: zebrafish TRPN1 (NompC) channel agonism | 0.18% of 220,000 active | HEK293 zebrafish TRPN1-YFP, Fluo-8 calcium fluorescence; 100% = response to 87 µM carbachol | AID 1424 | activation, % at 3 µM;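 active = activation above its plate's cutoff, the mean activation of test wells on that plate plus 3 SD, cut at about 19% in these data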;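 also: 0% = DMSO alone and 100% = 87 µM carbachol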
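Assay system: Zebrafish TRPN1-YFP in HEK293 cells | Incubation: Dye loading 1 h at 37 °C, then 30 min room temperature | Measured by: Kinetic Fluo-8 fluorescence, ex 470-495, em 515-575 nm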
TRPML3 agonist: agonists of human TRPML3 channel | activation, % at 3 µM | 0.29% of 220,000 active | Q8TDD5 | HEK293 TRPML3-YFP, Fluo-8 calcium fluorescence; 100% = the carbachol control signal;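 active = activation above its plate's cutoff, the mean activation of the plate's test wells plus 3 SD, cut at about 12% in these data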;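 also: 0% = DMSO only wells and 100% = carbachol wells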
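Test system – HEK293 line with stable expression of human TRPML3-YFP channel · Control set – carbachol 87 µM final as high control (100%), DMSO as low control (0%) · Signal – Fluo-8 calcium dye fluorescence, ex 470-495, em 515-575 nm · Incubation – 1-h 37 °C dye load, 5-s basal, 120-s post-compound reads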
Runt-SMMHC FRET: inhibitors of human RUNX1 Runt domain binding to CBFb-SMMHC; Q01196+Q13951; Cerulean-Runt/Venus-CBFb-SMMHC FRET ratio 530/480, 1 h; inhibition, % at 20 µM; 0.74% of 220,000 active;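 active = mean inhibition across duplicate retests at 20 µM reaching about 50%, limit read from the data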;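 also: 0% = DMSO wells and 100% = wells with excess untagged CBFb-SMMHC; inhibitors lower the FRET ratio by blocking Runt binding to CBFb-SMMHC; some results filed as inactive read as strong as hits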
p47phox inh: blocks human p47phox regulatory protein of NADPH oxidases; P14598; p47phox/p22phox peptide binding, fluorescence polarization, 2 h; inhibition, % at 24.7 µM; 0.53% of 220,000 active;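 active = inhibition above about 30%, limit read from the data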;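 also: 0% = p47phox with labelled peptide and 100% = labelled peptide alone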
Target sequence (P14598 whole entry, looked up): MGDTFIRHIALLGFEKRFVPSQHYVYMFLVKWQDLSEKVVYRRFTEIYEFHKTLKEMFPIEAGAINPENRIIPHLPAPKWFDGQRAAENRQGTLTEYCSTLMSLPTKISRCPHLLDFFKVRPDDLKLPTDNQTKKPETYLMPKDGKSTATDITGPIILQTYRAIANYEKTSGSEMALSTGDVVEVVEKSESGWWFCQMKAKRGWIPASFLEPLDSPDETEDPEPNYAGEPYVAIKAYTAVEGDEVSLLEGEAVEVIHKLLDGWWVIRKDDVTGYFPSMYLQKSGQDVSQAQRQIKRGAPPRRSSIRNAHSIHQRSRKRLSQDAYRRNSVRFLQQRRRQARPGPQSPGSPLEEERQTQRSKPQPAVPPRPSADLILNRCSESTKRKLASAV
PPC-1+TRAIL kill: kills PPC-1 cancer cells in the presence of TRAIL. PPC-1 cells + TRAIL, ATPLite viability luminescence. cell killing (% activity), % at 4 µM. 0.41% of 220,000 active;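 active = cell killing above 50% in the first pass at 4 µM, then a duplicate retest at 5 µM averaging 50% or more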;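 also: plate controls were cells with TRAIL plus DMSO for no effect and medium-only wells lacking cells for full effect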
The depositor's hits bear a star; nt = no result given; & = joins results of further samples; [ ] = another dose, or the depositor's remark.

#	Structure	TNF death inh	MDM2 E3 inh	EBV gp42 block	CHOP inh	TRPN1 ag	TRPML3 agonist	Runt-SMMHC FRET	p47phox inh	PPC-1+TRAIL kill
1	Cc1ccccc1OCC(=O)N(Cc1ccc(N(C)C)cc1)C1CCS(=O)(=O)C1 (centres undefined)	0.6	3	-16	10	0.1	-0.3	1	-14	17
2	COc1ccc(C(=O)NNC(=O)c2snnc2C)cc1	1.0	-7	-8	2	0.1	0.8	2	-6	6
3	COc1ccc(-c2c(C)n([O-])c3c([n+]2=O)CCC3)cc1OC	-0.2	-10	10	24	0.6	1.4	-3	-9	-8
4	Cc1ccccc1OCC(O)Cn1c(=N)n(CCN2CCOCC2)c2ccccc21 (centres undefined)	1.6&3.0	-2&-6	-5&-4	25&-3	0.2&0.3	0.2&0.9	-1&4	-2&-3	22&-9
5	Cc1cc(C)c(C(=O)COC(=O)CCNS(=O)(=O)c2c(Cl)cccc2Cl)cc1C	-0.7	-5	-12	29	-0.2	-0.1	0	-28	20
6	Cc1nc(=O)c(-c2ccccc2)c(C)n1-c1ccc(O)cc1	2.3	-9	-10	4	0.9	0.2	0	-2	-6
7	O=C1c2ccccc2-c2nnc(-c3ccc(F)cc3)cc21	-7.2	-48	23	18	-0.8	0.8	0	46*	78*[5 µM]
8	COc1ccc2oc(C(=O)NC(C)(C)C)c(C)c2c1	0.8	-12	-21	-26	-0.2	0.3	0	-6	7
9	CC(C)(C)C1CCC(=NNc2nc3ccccc3[nH]2)CC1 (centres undefined)	-0.2	-16	6	-3	-0.5	0.4	-1	-26	32
10	COc1ccc(-n2nnnc2-c2cn(C)nc2C(F)(F)F)cc1	-4.0	-5	-14	1	2.5	1.4	0	-5	6
11	Cc1ccccc1C(=O)NNC(=S)NC(=O)c1cccnc1	2.1	-2	-2	-16	-0.3	0.4	2	-10	8
12	Cc1cc(NC(=O)Nc2cccc(C)c2C)no1	3.3	-18	4	13	0.3	1.2	2	-8	-7
13	CCOc1ccc(C(=O)Nc2cccc(C(=O)O)c2C)cc1Cl	0.1	-51	-14	9	0.7	0.5	-4	4	14
14	Cc1cccc(NCc2nc(-c3ccccc3)no2)c1	3.6	-11	2	67	0.0	-0.1	-4	-16	5
15	CC(C)/C(=N\NC(=O)Nc1ccccc1)c1ccccc1	37	-6	-2	-7	0.4	-0.7	1	-16	12
16	C#CCNC(=O)C1=C[C@@H](c2ccc(C#C)cc2)[C@H](CCCO)[C@@H](OCC)O1	-0.3	nt	-7	25	0.4	-0.5	-2	2	6
17	O=C(CSc1ccc2nnc(-c3ccccn3)n2n1)N1CCOCC1	0.0	-16	-10	-20	2.8	0.5	0	1	-7
18	c1coc(CN(Cc2ccco2)c2ncnc3c2oc2ccccc23)c1	-6.1	-16	-6	51	-1.4	-1.2	-13	-9	4
19	Cc1ccc(NC(=O)c2ccc(NCCN)c([N+](=O)[O-])c2)cc1Cl	1.7	12	-22	14	-1.2	1.0	-4	-5	14
20	COc1ccc(C(=O)N/C(=C/c2cccs2)C(=O)NC(C)(C)C)cc1OC	-0.5	-1	-10	6	0.9	0.2	1	-2	21
21	COCCCn1c(=N)c(C(=O)NC2CCCCC2)cc2c(=O)n3ccccc3nc21	0.0	-18	-10	13	0.6	0.5	83*	-2	13
22	O=C(OCCN=C1NS(=O)(=O)c2ccccc21)c1cccnc1	-1.0	-10	-12	-20	2.6	1.1	0	-9	20
23	Cc1ccc(S(=O)(=O)N2CCC(=O)N(CCO)CC2)cc1	1.2	nt	7	6	2.0	0.7	2	-6	11
24	O=C(CCNc1ccccc1)c1cccc([N+](=O)[O-])c1	-5.1	-13	-12	-39	0.1	-0.3	1	1	14
25	COc1ccc(NC(=O)CN2CCC3(O)CCCCC3C2c2cc(OC)ccc2OC)cc1 (centres undefined)	-5.2	-16	-5	-7	2.4	1.3	1	-5	29
26	CCOC(=O)c1ccccc1NC(=O)Cn1cnc2c(oc3ccccc32)c1=O	0.3	4	1	29	1.6	1.1	0	2	5
27	CCCOc1ccc(-c2nnn(CC(=O)N3CCCCC3)n2)cc1	0.8	nt	-15	8	1.0	0.9	-3	0	6
28	O=C(NC1c2ccccc2-c2ccccc21)N1CCOCC1	1.6	2	-19	-2	0.5	0.4	1	-1	2
29	CC(=O)NC1C(=O)N=C(SCC(=O)NC2CCCCC2)NC1=O (centres undefined)	0.3	1	-23	-21	0.3	0.1	5	-6	0
30	O=C(CSCc1ccc(F)cc1)N1CCOCC1	3.4	-36	-8	18	-0.2	0.6	0	-5	-6
31	CN(C(=O)CN1C(=O)c2ccccc2S1(=O)=O)c1ccccc1C(=O)O	-1.6	6	-5	3	1.3	-0.2	4	-13	22
32	CC1CCCC(C)N1C(=O)CSc1nnc(-c2c[nH]c3ccccc23)o1 (centres undefined)	2.9	-2	-1	18	1.2	-1.2	3	-5	3
33	COc1cccc(CN2CCN(C(=O)CC(C)C)CC2)c1	1.6	4	-21	-22	-0.9	0.3	3	-7	12
34	Cc1nc2nc(COc3ccccc3)[nH]n2c(=O)c1C	-1.3	-10	7	-3	-0.4	-0.5	1	-6	-6
35	O=C(Cc1ccc([N+](=O)[O-])cc1)N1N=C2CCCCC2C1(O)C(F)(F)F (centres undefined)	2.9	-3	-8	5	-1.0	-0.7	-10	8	8
36	CC(C)(C)C(=O)NC(=S)NCc1ccccc1	16	-3	-13	8	-0.6	-0.7	2	-4	15
37	CCN(CC)C(=S)Nc1ccc([N+](=O)[O-])cc1	0.4	1	-12	-3	0.0	0.3	3	1	27
38	Cc1oc(-c2cccs2)nc1CS(=O)CC(=O)NCc1ccc2c(c1)OCO2 (centres undefined)	0.5	nt	-1	-7	-0.7	-0.4	1	-10	-2
39	Cn1nc2c(c1C(=O)N1CCCC(C(=O)c3cc(F)ccc3F)C1)CCCC2 (centres undefined)	0.6	-4	5	13	2.0	1.7	0	-7	20
40	O=C(CN1C(=O)NC2(CCCCC2)C1=O)N1CCN(S(=O)(=O)c2ccccc2)CC1	0.5	-7	-11	1	0.4	0.9	-2	-16	9
41	COc1ccc(CNc2oc(-c3ccccc3)nc2C#N)cc1	1.2	-17	-13	12	-1.2	0.3	-3	4	-4
42	CCc1ccccc1S(=O)(=O)Cc1ccc(C(=O)NCc2cccs2)o1	-1.3	2	-10	-7	3.2	1.4	-2	-13	18
43	COc1ccc(S(=O)(=O)N2CCC(C(=O)Nc3cccc(Cl)c3)CC2)cc1OC	-2.4	3	-9	23	-0.2	-0.1	0	-10	8
44	COc1cccc(CN2C(=O)N(C(C)C)C(N(O)C(=O)NC(C)C)C2(C)C)c1OC (centres undefined)	-1.5	-5	-3	7	-0.9	-0.3	-4	-10	4
45	CCn1cc(C(=O)O)c(=O)c2cc(F)c(N3CCN(C(=S)NC(=O)c4cccc(F)c4)CC3)cc21	0.2	-5	-14	-18	-0.5	0.2	-3	2	17
46	COc1ccc(S(=O)(=O)N2CCN(C(=O)c3cccs3)CC2)cc1OC	nt	-5	-11	17	nt	nt	4	2	6
47	Cc1ccccc1S(=O)(=O)NC1OC(=O)C(Cl)=C1Cl (centres undefined)	-11	-22	-8	-23	-0.5	-0.4	2	-11	7
48	CC(C)CC(=O)NC(=S)Nc1ccc(N2CCN(C(=O)c3cccs3)CC2)cc1	4.4	5	-25	76*	-1.1	-0.2	-1	-14	1
49	CSc1ccccc1C(=O)Nc1cccc(C)c1	-0.6	-12	-18	25	-1.4	0.1	4	-9	15
50	CC(C)c1ccc2[nH]c3c(c2c1)CCC/C3=N\NC(=O)c1ccncc1	1.5	-8	-4	-3	-0.9	-1.1	-4	-4	11

Other structures:
#	Structure	TNF death inh	MDM2 E3 inh	EBV gp42 block	CHOP inh	TRPN1 ag	TRPML3 agonist	Runt-SMMHC FRET	p47phox inh	PPC-1+TRAIL kill
51	Cc1ccc(OCC(=O)N2CCN(S(=O)(=O)c3ccccc3[N+](=O)[O-])CC2)cc1	1.3	-9	-4	8	-0.3	0.4	2	-12	2
52	COc1ccc(NC(=O)c2oc3ccccc3c2NC(=O)c2ccco2)c(OC)c1	-4.8	4	-19	-3	-0.2	0.5	-8	16	9
53	Cc1ccc(C(=O)NNC(=O)CCC(=O)Nc2cccc(Cl)c2C)cc1	1.4	-14	-16	16	-1.5	-0.1	6	-6	2
54	CC(=O)NC(C)(C)C1CC=C(C)/C(=N\O)C1 (centres undefined)	1.4	11	-18	15	1.3	0.4	0	7	17
55	COc1cccc(C2(O)CCN(CC(=O)NCC3CC3)CC2)c1	0.1	-5	-1	-12	1.7	0.0	-1	2	-2
56	O=C(N/N=C/c1ccco1)c1cc(-c2ccccc2)n[nH]1	-6.6	6	-14	8	1.0	1.1	0	5	-1
57	N#CCCNC(=O)Cn1c(COc2ccc(Cl)cc2)nc2ccccc21	3.4	-12	0	7	2.9	0.3	1	-1	25
58	O=C(OCC(=O)N1CCc2ccccc21)c1cccnc1	-2.8	-9	-34	-30	1.6	0.9	13	-11	5

Sorted by SMILES length (low to high): some entries from above.
#	Structure	TNF death inh	MDM2 E3 inh	EBV gp42 block	CHOP inh	TRPN1 ag	TRPML3 agonist	Runt-SMMHC FRET	p47phox inh	PPC-1+TRAIL kill
11	Cc1ccccc1C(=O)NNC(=S)NC(=O)c1cccnc1	2.1	-2	-2	-16	-0.3	0.4	2	-10	8
21	COCCCn1c(=N)c(C(=O)NC2CCCCC2)cc2c(=O)n3ccccc3nc21	0.0	-18	-10	13	0.6	0.5	83*	-2	13
35	O=C(Cc1ccc([N+](=O)[O-])cc1)N1N=C2CCCCC2C1(O)C(F)(F)F (centres undefined)	2.9	-3	-8	5	-1.0	-0.7	-10	8	8
